GSTO1 counter = inhibitors of recombinant GSTO1, primary screen, counter-screen for RBBP9 inhibitor project, biochemical, fluorescence polarization. 300,000 tested, 1.1% active. activity-based probe fluorescence polarization. inhibition, % at 5.96 µM;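 active = inhibition above the campaign mean inhibition plus 3 SD, cut at about 35% in these data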;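 also: 0% = GSTO1-1 with DMSO and 100% = wells lacking GSTO1-1 enzyme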
Target sequence (P78417 whole entry, looked up): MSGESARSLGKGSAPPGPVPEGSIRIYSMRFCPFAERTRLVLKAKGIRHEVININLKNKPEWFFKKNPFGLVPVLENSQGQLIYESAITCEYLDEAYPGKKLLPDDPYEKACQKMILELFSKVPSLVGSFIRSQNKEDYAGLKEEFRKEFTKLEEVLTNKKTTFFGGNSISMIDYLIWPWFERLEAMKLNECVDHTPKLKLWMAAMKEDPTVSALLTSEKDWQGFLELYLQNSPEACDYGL
LYPLA1 counter = LYPLA1 inhibitors, primary screen, counter-screen for PME1 inhibitor project, biochemical, fluorescence polarization, FP-Rh probe ABPP | inhibition, % at 5.9 µM | Acyl-protein thioesterase 1 (Homo sapiens), O75608 | recombinant LYPLA1 | AID 2174, 2009 | 320,000 tested, 0.16% active;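 active = inhibition above the mean of all tested compounds plus 3 SD, set per campaign, cut at about 14% in these data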;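 also: inhibitors block serine hydrolase probe labeling of LYPLA1 so polarization falls; 0% = enzyme with DMSO and 100% = wells lacking LYPLA1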
Target sequence (O75608 whole entry, looked up): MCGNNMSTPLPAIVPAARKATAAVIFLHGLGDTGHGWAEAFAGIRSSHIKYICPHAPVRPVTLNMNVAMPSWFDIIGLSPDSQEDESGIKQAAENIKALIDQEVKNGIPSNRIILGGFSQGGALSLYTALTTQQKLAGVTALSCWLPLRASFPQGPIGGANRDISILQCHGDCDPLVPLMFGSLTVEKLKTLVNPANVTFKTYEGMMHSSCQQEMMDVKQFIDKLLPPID
PAFAH1B2 FP inh = PAFAH1B2 enzyme inhibitors, primary screen, biochemical, fluorescence polarization, human; Platelet-activating factor acetylhydrolase IB subunit alpha2 (Homo sapiens), P68402; 340,000 tested, 1.2% active; inhibition, % at 3.39 µM; AID 492953, 2010; recombinant PAFAH1B2, FP-rhodamine activity probe;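 active = inhibition above the mean of all tested compounds plus 3 SD, cut at about 24% in these data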;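 also: 0% = enzyme with DMSO and 100% = wells lacking PAFAH1B2; many of its hits are not listed in these tables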
PREPL inhibitor = PREPL enzyme inhibitors, primary screen, biochemical, fluorescence polarization; Prolyl endopeptidase-like (Homo sapiens), Q4J6C6; inhibition, % at 5.96 µM; 320,000 tested, 0.68% active; recombinant PREPL, fluorescence polarization activity-based probe; in the data active = inhibition above about 43%;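 also: 0% = enzyme with DMSO and 100% = wells lacking enzyme; many of its hits are not listed in these tables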
PAFAH1B3 inh = PAFAH1B3 enzyme inhibitors, primary screen, biochemical, fluorescence polarization, human; recombinant PAFAH1B3, FP-rhodamine probe; Platelet-activating factor acetylhydrolase IB subunit alpha1 (Homo sapiens), Q15102; 340,000 tested, 0.28% active; inhibition, % at 3.39 µM;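 active = inhibition above the screen-wide average of all tested compounds plus 3 SD, cut at about 25% in these data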;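 also: 0% = enzyme with DMSO only and 100% = wells lacking PAFAH1B3 protein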
Target sequence (Q15102 whole entry, looked up): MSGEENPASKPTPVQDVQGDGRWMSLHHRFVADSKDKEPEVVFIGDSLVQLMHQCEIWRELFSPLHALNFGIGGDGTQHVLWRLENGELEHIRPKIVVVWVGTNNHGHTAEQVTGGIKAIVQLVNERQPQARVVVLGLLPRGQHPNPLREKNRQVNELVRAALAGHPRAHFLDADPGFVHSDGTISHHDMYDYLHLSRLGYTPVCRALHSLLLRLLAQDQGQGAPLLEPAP
pPAFAH FP inh = pPAFAH enzyme inhibitors, primary screen, biochemical, fluorescence polarization, human | Platelet-activating factor acetylhydrolase (Homo sapiens), Q13093 | recombinant pPAFAH, FP-rhodamine probe fluorescence polarization | inhibition, % at 3.39 µM | 330,000 tested, 1.5% active;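 active = inhibition above the mean inhibition across the screen plus 3 SD, cut at about 25% in these data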;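 also: inhibitors block binding of the rhodamine activity-based probe so polarization drops; 0% = enzyme with DMSO and 100% = wells lacking pPAFAH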
PAFAH2 FP inh = PAFAH2 enzyme inhibitors, primary screen, biochemical, fluorescence polarization, human; Platelet-activating factor acetylhydrolase 2, cytoplasmic (Homo sapiens), Q99487; inhibition, % at 3.39 µM; AID 492956, 2010; 340,000 tested, 0.99% active; recombinant PAFAH2, FP-rhodamine activity probe;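 active = inhibition above the mean over all tested compounds plus 3 SD, cut at about 30% in these data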;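 also: inhibitors block probe labeling of enzyme so polarization drops; 0% = enzyme with DMSO and 100% = wells lacking PAFAH2 protein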
PAD4 inh = human PAD4 inhibitors, primary screen, biochemical, fluorescence polarization, 1536-well format | inhibition, % at 6.36 µM | recombinant PAD4, RCA probe fluorescence polarization | 330,000 tested, 0.41% active;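 active = percent inhibition above a cutoff equal to the mean of all tested compounds plus 3 SD, cut at about 15% in these data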;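 also: 0% = PAD4 with RCA probe and DMSO and 100% = probe without PAD4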
LYPLA2 inh = LYPLA2 inhibitors, primary screen, counter-screen for PME1 inhibitor project, biochemical, fluorescence polarization, FP-Rh probe ABPP. Acyl-protein thioesterase 2 (Homo sapiens), O95372. recombinant LYPLA2. inhibition, % at 5.9 µM. 320,000 tested, 0.38% active;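 active = inhibition above the screen-wide mean plus 3 SD, limit set per campaign, cut at about 26% in these data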;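 also: 0% = LYPLA2 with DMSO and 100% = wells lacking LYPLA2 enzyme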
Target sequence (O95372 whole entry, looked up): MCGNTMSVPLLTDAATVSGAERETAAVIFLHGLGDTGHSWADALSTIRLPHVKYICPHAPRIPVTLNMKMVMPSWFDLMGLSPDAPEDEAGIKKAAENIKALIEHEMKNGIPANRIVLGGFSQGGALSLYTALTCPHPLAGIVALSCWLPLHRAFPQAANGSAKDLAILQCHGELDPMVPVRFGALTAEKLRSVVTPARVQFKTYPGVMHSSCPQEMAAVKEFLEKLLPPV
Numbers without * were called inactive; x = not tested or not shown. Not all compounds are listed; rates above refer to the full screens.

SMILES	GSTO1 counter	LYPLA1 counter	PAFAH1B2 FP inh	PREPL inhibitor	PAFAH1B3 inh	pPAFAH FP inh	PAFAH2 FP inh	PAD4 inh	LYPLA2 inh
O=C1c2ccccc2C(=O)N1CCn1c(=O)oc2ccccc21	-2	-5	1	-15	1	2	-1	-3	1
COc1cc(/C=C2\CC(C(C)(C)C)C/C(=C\c3cc(OC)c(OC)c(OC)c3)C2=O)cc(OC)c1OC (centres undefined)	-6	-4	0	7	12	0	0	2	-2
O=C(CCN1CCCCCC1)Nc1cccc(F)c1	-2	1	5	4	4	2	3	-3	9
CCOc1ncccc1C(=O)NCc1ccc(C)cc1	0	2	0	4	1	-3	-16	2	3
CCCCc1cc(=O)oc2c(CN(C)C)c(O)c(Cl)cc12	1	-1	4	7	7	5	4	1	-2
O=C(CN(c1ccccc1F)S(=O)(=O)c1ccccc1)N1CCCCCC1	2	2	3	-2	-5	-1	-9	-7	1
CC(C)(C)C(=O)c1no[n+]([O-])c1/C(=N/O)C(C)(C)C	7	0	6	-6	5	5	2	-1	4
O=C(C1=C(O)C(=O)N(CCN2CCOCC2)C1c1cccc([N+](=O)[O-])c1)c1cccs1 (centres undefined)	2	3	4	-10	6	0	2	0	-6
Cc1cccc(/C(N)=N/OC(=O)Cc2cccs2)c1	6	-2	4	11	1	13	4	0	3
COc1ccc(/C=N/NC(=O)C2C3CCCCC32)cc1OC (centres undefined)	-12	0	11	20	10	2	-8	-3	-2
CC(=O)c1sc(NC(=O)C(C)Oc2ccc3c(C)cc(=O)oc3c2)nc1C (centres undefined)	-5	-3	6	3	-4	1	3	-4	-3
CCn1c(CCCOc2ccc(Cl)cc2Cl)n[nH]c1=S	6	-2	1	0	6	5	2	-3	-1
CCOc1cnc(C(=O)NNC(=O)C(Br)C(C)C)o1 (centres undefined)	-7	1	-2	3	2	6	-2	-5	-1
COc1cc(C(=O)OCC(=O)Nc2ccc(SC(F)F)cc2)cc(OC)c1OC	-1	-11	5	9	1	6	23	5	-7
O=C(CC1C[C@H](C(=O)N2CCCCC2)[C@@]2(CCc3ccccc3)c3[nH]c4ccccc4c3CCN2C1=O)NCCC1=CCCCC1 (some centres undefined)	x	x	-4	15	1	1	-6	-2	x
COC(=O)COC(=O)c1ccc(-n2nnnc2SC)cc1	-7	-3	3	-9	3	17	9	-5	-5
CC(=O)Nc1ccc(S(=O)(=O)NCCC(=O)OCc2nc(N)nc(Nc3ccccc3C)n2)cc1	5	0	0	11	-3	6	3	6	2
CNC(=O)C(NC(=O)Nc1ccc(C)cc1)C(C)(C)C (centres undefined)	1	0	6	-1	8	2	1	-2	-2
Cn1c(=O)oc2cc(NC(=O)CCl)ccc21	76*	-3	3	-6	15	0	-1	-4	-6
Fc1ccc(-n2cc(-c3ccccc3)[n+]3c2SCC3)cc1	11	-1	4	6	-3	2	-4	-3	2
c1ccc2c3nnc4n(c-3nc2c1)CCCS4	4	5	-7	3	0	6	5	2	10
COc1ccc(OCc2cc(C(=O)NCC3(C)COC3)no2)c(Cl)c1	1	2	-5	3	0	6	3	-5	2
COC(=O)c1sccc1NC(=O)c1ccccc1C(=O)O	-10	-1	2	6	8	0	5	1	0
CCOc1ccc(NC(=O)CSc2nc3ccccc3c(=O)n2CCCC(=O)N2CCCC2)cc1	5	0	7	12	9	2	4	2	2
CSc1ccc(C2NC(=O)c3ccccc3N2)cc1 (centres undefined)	-3	0	2	-1	9	0	5	-2	6

The list goes on.
SMILES	GSTO1 counter	LYPLA1 counter	PAFAH1B2 FP inh	PREPL inhibitor	PAFAH1B3 inh	pPAFAH FP inh	PAFAH2 FP inh	PAD4 inh	LYPLA2 inh
O=C(CCCCCNC(=O)c1ccccc1Cl)N/N=C/c1ccco1	-4	-1	6	8	4	3	-3	0	0
CCCc1cc(-c2n[nH]c(=S)n2Cc2ccccc2)cs1	-1	4	10	4	1	10	-2	1	4
Cc1ccc(C(C(=O)NC2CCCC2)N(Cc2cccnc2)C(=O)c2snc(C(N)=O)c2N)o1 (centres undefined)	4	-5	2	2	4	2	0	0	3
COC(=O)c1c(N2C(=O)[C@H]3[C@@H](C2=O)[C@]2(C(=O)Nc4c(C)cccc42)N2CCC[C@@H]32)sc(C)c1C	-1	-2	0	8	3	19	-19	-4	1
COc1ccc(-c2nnc3sc(-c4ccccn4)nn23)cc1	-3	-2	x	26	x	-1	x	-5	-8
CC(=O)NC12CC3CC(C1)CC(C(=O)NCc1ccc(C)cc1)(C3)C2	2	-4	1	11	-3	-2	14	-5	1
CC(C)Cc1ccc(CN2CCCC(NC(=O)c3ccoc3)C2)cc1 (centres undefined)	-2	1	-2	-41	-1	5	-14	-2	2
O=C1NCC(COCc2ccccc2)O1 (centres undefined)	-6	-8	3	-44	4	-5	2	-41	-160
CCN(CC)S(=O)(=O)c1ccc2oc(SCC(=O)NCc3ccccc3)nc2c1	-2	1	5	-2	10	14	4	2	11
CC(C)C(=O)NNC(=O)CC(=O)Nc1ccccc1C(=O)O	-11	0	3	3	-3	-2	-5	-4	-4
O=C(Nc1ccc(F)cc1)C1CCN(C(=O)NCc2ccccc2)CC1	-4	-1	-1	-6	7	-3	0	-5	-2
COC(=O)c1c(NC(=O)CN2CCN(c3cccc(Cl)c3)CC2)sc(C)c1C	6	1	0	16	3	1	2	-1	-3
O=C(OC1CCOC1=O)c1ccc(CO)cc1 (centres undefined)	6	-4	-1	-7	3	3	14	-2	-4
O=C1N=C2SCCN2/C1=C\c1ccc(Cl)cc1	-2	-6	12	-8	-1	6	8	-2	-6
Cc1ccc(C(=O)NCC2CCCO2)cc1S(=O)(=O)N1CCCCC1 (centres undefined)	3	-6	-3	-2	-9	2	-8	-6	-4
COc1ccc(S(=O)(=O)N2CCC(C(=O)NCC3CCCO3)CC2)cc1Cl (centres undefined)	-7	-1	-2	-5	3	4	-7	-5	-1
COc1cccc(C(=O)NNc2nc(C)cc(C)n2)c1	3	2	2	7	8	7	-4	-4	9
COC(=O)c1cccc(C#CC(NP(=O)(c2ccccc2)c2ccccc2)c2ccccc2)c1 (centres undefined)	5	-7	5	-5	2	7	-6	-1	-5
Cc1cc(C)c(C)c(OCCCN(C)C)c1	0	2	2	-10	5	1	1	-6	3
COc1ccc(S(=O)(=O)N(C)c2ccc(C(=O)Nc3ccccc3C(=O)N3CCOCC3)cc2)cc1	-1	2	0	4	-5	-1	1	1	-3
c1ccc2c(c1)nc1n2CC2CON(C3CCCCC3)C12 (centres undefined)	-3	-3	-1	-2	3	3	-6	-1	-7
CCOC(=O)N1CCN(C(=O)CCN2C(=O)COc3ccccc32)CC1	-5	0	-5	3	3	4	10	5	-2
CCOC(=O)C1(CCCc2ccccc2)CCN(C2CCN(C(C)=O)CC2)CC1	3	1	8	-8	1	1	5	0	8
Cc1cccc(C(=O)NCC(=O)NC(C)CCc2ccccc2)c1 (centres undefined)	2	1	3	-9	13	2	1	1	5
Cc1ccc(S(=O)(=O)c2c(C)cc(C)nc2N2CCOCC2)cc1	4	-5	1	13	-2	-4	0	-1	-11

Next entries follow.
SMILES	GSTO1 counter	LYPLA1 counter	PAFAH1B2 FP inh	PREPL inhibitor	PAFAH1B3 inh	pPAFAH FP inh	PAFAH2 FP inh	PAD4 inh	LYPLA2 inh
CN(CC(=O)Nc1cccc(F)c1)C(=O)CCCc1c[nH]c2ccccc12	x	0	5	13	3	-3	0	-5	-3
O=C(CSc1nnc(CCCOc2ccc(Cl)cc2Cl)o1)Nc1ccc(C(=O)O)cc1	1	-5	0	-22	1	1	0	-8	7
Cc1nn(Cc2ccccc2)c(C)c1NC(=O)CCCn1nc([N+](=O)[O-])cc1C	-3	3	4	12	1	4	0	-2	1
COc1ccc(C(=O)N2CCN(CCc3ccccc3)CC2)cc1[N+](=O)[O-]	1	1	2	14	6	-2	-2	-3	1
CC(C)C/C=C1\CCc2c([nH]c3ccccc23)C1=O	-6	-2	2	-6	4	3	-6	-3	0
Cc1cc(C)c(C#N)c(SCCN2CCOCC2)n1	0	7	3	0	-5	0	3	1	6
Cc1ccnc(Nc2nc(-c3ccccc3)cs2)c1	-1	1	8	3	11	11	-5	6	10
CNC(=O)c1c(NC(=O)c2ccc(S(=O)(=O)N3CCCc4ccccc43)cc2)sc2c1CCN(C)C2	-6	-4	2	-13	-6	1	-6	-8	-9
CCNC(=S)N/N=C/c1cccc(C)c1	1	0	0	13	4	-2	4	4	5
CC1=C(C)CC(C(=O)NNC(=O)c2ccccc2)C(C(=O)O)C1 (centres undefined)	-1	1	4	7	1	3	-4	2	-3
COc1ccc(/C=C(\NC(=O)c2ccccc2)C(=O)N/N=C/c2sccc2C)cc1	-2	0	6	7	-1	3	1	-5	3

Three of the entries above in order of their number in pPAFAH FP inh, rising:
smiles,PAFAH1B2 FP inh,PREPL inhibitor,PAFAH1B3 inh,pPAFAH FP inh,PAFAH2 FP inh,PAD4 inh
Cc1cc(C)c(C#N)c(SCCN2CCOCC2)n1,3,0,-5,0,3,1
CNC(=O)c1c(NC(=O)c2ccc(S(=O)(=O)N3CCCc4ccccc43)cc2)sc2c1CCN(C)C2,2,-13,-6,1,-6,-8
Cc1ccnc(Nc2nc(-c3ccccc3)cs2)c1,8,3,11,11,-5,6

Source: PubChem BioAssay (The Scripps Research Institute Molecular Screening Center)
